C diff growth = blocks growth of Clostridium difficile; Clostridium difficile clinical isolate growth, OD600, 24 h; active compounds read low; growth activity, negative = inhibition, % at 16 µg/mL (by protocol); 86,000 tested, 0.25% active;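 active means mean growth activity at or below -80% and every replicate also at or below -80%; inconclusive means mean at or below -80% but some replicate above -80%; inactive means mean growth activity above -80%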;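 further: 0% = DMSO wells and -100% = levofloxacin 16 µg/mL wells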
KDM4C inh = KDM4C (human) demethylase inhibition | Q9H3R0 | GST-KDM4C 2-372, H3K9me3 peptide, LANCE TR-FRET | inhibition, % at 12.5 µM | 96,000 tested, 0.15% active | AID 720574;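 active means mean replicate inhibition above about 25%, with at least 55% of replicates also reaching it, limit read from the data, passing the limit was not always enough; inconclusive means only one of those two conditions met; inactive means neither condition met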
Target sequence (Q9H3R0 2-372 limits assumed): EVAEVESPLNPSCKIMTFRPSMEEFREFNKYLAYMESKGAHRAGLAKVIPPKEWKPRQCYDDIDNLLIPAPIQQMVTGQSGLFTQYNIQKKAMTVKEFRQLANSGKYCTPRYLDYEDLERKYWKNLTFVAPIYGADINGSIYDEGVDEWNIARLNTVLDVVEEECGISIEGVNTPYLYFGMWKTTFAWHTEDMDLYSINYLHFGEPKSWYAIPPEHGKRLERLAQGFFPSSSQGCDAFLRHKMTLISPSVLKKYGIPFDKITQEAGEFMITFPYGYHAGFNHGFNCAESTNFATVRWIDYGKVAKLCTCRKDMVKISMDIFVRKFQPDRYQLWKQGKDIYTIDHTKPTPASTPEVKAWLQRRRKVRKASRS
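Assay system: GST-GASC-1 enzyme fragment 2-372 | Amount: 10 nM enzyme | Medium: HEPES buffer, pH 7.5, plus ascorbate | Reagent: H3K9me3 peptide substrate, Fe(II), 2-oxoglutarate | Doses: Single-point compound screen | Incubation: 30 min demethylation and 1 h detection at room temperature | Measured by: LANCE TR-FRET, excitation 340 nm, emissions 618 and 671 nm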
Pf Dd2 growth = blocks growth of Plasmodium falciparum Dd2 parasites; P. falciparum Dd2 growth, SYBR Green, 72 h; active compounds read low; activity change, % at 10 µM; 94,000 tested, 2.3% active; in the data active means activity change below about -80%; inconclusive means no clear call, values can overlap the other calls
Tcruzi prolif = blocks T. cruzi growth in NIH3T3 culture; AID 624255; T. cruzi beta-gal in NIH3T3, GalScreen luminescence, 90 h; 77,000 tested, 5.9% active; inhibition, % at 8.34 µM;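 active means mean inhibition above about 93%, with at least 55% of replicates each passing it, limit read from the data, passing the limit was not always enough; inconclusive means only one of those two conditions holds; inactive means neither condition holds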
Starred values were filed as active, the others as inactive; ? = inconclusive; . = no result given; & = joins results of further samples.

SMILES	Tcruzi prolif	C diff growth	KDM4C inh	Pf Dd2 growth
CC(C)NC(=O)Nc1ccc2c(c1)C(=O)N([C@H](C)CO)C[C@H](C)[C@@H](CN(C)S(=O)(=O)c1ccccc1)OCCCC[C@@H](C)O2	75	-4	2.3	-12
O=C([C@H]1[C@H](CO)[C@H]2Cn3c(cccc3=O)[C@H]2N1Cc1ccccc1Cl)N1CCCCC1	-28	9	2.6	.
C[C@H](CO)N1C[C@H](C)[C@@H](CN(C)C(=O)Nc2ccccc2)Oc2c(NS(=O)(=O)c3cn(C)cn3)cccc2C1=O	-5	1	0.3	14
C[C@H]1CN([C@@H](C)CO)S(=O)(=O)c2ccc(-c3cccnc3)cc2O[C@@H]1CN(C)Cc1ccncc1	?	-2	-1.7	-2
CO[C@H]1CN(C)C(=O)c2cc(NC(=O)Nc3cc(F)ccc3F)ccc2OC[C@@H](C)NC[C@@H]1C	61	.	-0.8	-30
CCCNC(=O)C[C@H]1C[C@H]2c3cc(NC(=O)CC4CC4)ccc3O[C@H]2[C@H](CO)O1	22	0	-1.7	4
C[C@H](CO)N1C[C@H](C)[C@H](CN(C)C(=O)c2cc(-c3ccccc3)on2)OCc2cnnn2CCCC1=O	-1&-26	10	0.8	-4&-9
C[C@H](CO)N1C[C@H](C)[C@@H](CN(C)C(=O)Nc2ccccc2)Oc2ccc(NC(=O)Nc3ccc(C(F)(F)F)cc3)cc2CC1=O	28	8	-0.7	-85*
C[C@H]1CN([C@@H](C)CO)C(=O)Cc2cc(NC(=O)CCC(F)(F)F)ccc2O[C@@H]1CN(C)C(=O)Nc1ccccc1	4	-13	1.4	11
C[C@@H]1CN([C@@H](C)CO)C(=O)c2cccc(NC(=O)CCCCCC(=O)Nc3ccccc3N)c2O[C@@H]1CN(C)C	.	-3	-0.3	-41
Cc1noc(C)c1S(=O)(=O)Nc1ccc2c(c1)C(=O)N([C@H](C)CO)C[C@H](C)[C@H](CN(C)Cc1ccc3c(c1)OCO3)OCCCC[C@H](C)O2	14	0	15	-53
O=C(c1cccc(F)c1)N1C[C@H]2[C@@H](c3ccccc31)[C@@H](CO)N2C(=O)Cc1ccccc1	-16	2	-0.3	0

SMILES	Tcruzi prolif	C diff growth	KDM4C inh	Pf Dd2 growth
COc1ccc(NC(=O)Nc2ccc3c(c2)CC(=O)N([C@H](C)CO)C[C@H](C)[C@@H](CN(C)CC2CCCCC2)O3)cc1	79	-1	-1.4	-86*
CCCN1C[C@H](C)[C@H](OC)CN(C)C(=O)c2ccc(NC(=O)Nc3c(C)noc3C)cc2OC[C@H]1C	-24	0	0.9	19
CCCNC(=O)N1CC2(C1)CN(C(=O)CN1CCOCC1)[C@@H](CO)c1[nH]c3cc(OC)ccc3c12	.	-7	4.7	7
C[C@@H]1CN([C@@H](C)CO)C(=O)c2cc(Br)cnc2O[C@@H]1CN(C)C(=O)CN(C)C	-9	0	-0.6	12
C[C@H](CO)N1C[C@H](C)[C@H](CN(C)CC2CCCCC2)Oc2ccc(NC(=O)Cn3cnnn3)cc2CC1=O	43	-1	0.3	-1
CCCC#Cc1ccc2c(c1)O[C@@H](CN(C)C(=O)C1CC1)[C@H](C)CN([C@@H](C)CO)S2(=O)=O	48	-4	3.2	-41
C[C@@H]1CN([C@H](C)CO)C(=O)CCCn2nncc2CO[C@@H]1CN(C)S(=O)(=O)c1ccccc1C#N	.	5	1.9	6
COc1ccc2c3c(n(C)c2c1)[C@H](CO)N(CC1CCOCC1)CC31CCN(CC2CCOCC2)CC1	.	8	1.3	-14
CC(C)C#Cc1cnc2c(c1)C(=O)N([C@H](C)CO)C[C@@H](C)[C@H](CN(C)C(=O)Cc1ccncc1)O2	73	0	.	-76
Cc1cc(C(=O)Nc2cccc3c2O[C@H](CN(C)Cc2ccc(Oc4ccccc4)cc2)[C@H](C)CN([C@@H](C)CO)C3=O)n(C)n1	-30	-6	0.3	-13
CCCC#Cc1cnc2c(c1)C(=O)N([C@@H](C)CO)C[C@H](C)[C@H](CN(C)Cc1ccc3c(c1)OCO3)O2	47	6	0.2	-8
C[C@H](CO)N1C[C@H](C)[C@H](CN(C)C(=O)c2ccncc2)Oc2cc(C#C[C@@H](C)O)ccc2S1(=O)=O	16	38	.	23

SMILES	Tcruzi prolif	C diff growth	KDM4C inh	Pf Dd2 growth
COc1ccc(CN(C)C[C@@H]2Oc3c(NC(=O)Nc4ccccc4)cccc3C(=O)N([C@@H](C)CO)C[C@@H]2C)cc1	-8	1	-1.0	30
CO[C@@H]1CN(C)C(=O)c2cc(NC(=O)Nc3cccc(F)c3)ccc2OC[C@@H](C)N(C(C)=O)C[C@H]1C	1	.	1.4	8
Cc1ccc(S(=O)(=O)N(C)C[C@H]2Oc3ncc(C#CCC(C)C)cc3C(=O)N([C@@H](C)CO)C[C@@H]2C)cc1	124*	-5	-0.6	-47
CN(C)c1ccc2c(c1)[C@H]1C[C@H](CC(=O)NCc3ccc4c(c3)OCO4)O[C@H](CO)[C@H]1O2	85	.	7.7	-66
CCC(=O)N1[C@H](C(=O)Nc2nccs2)[C@@H](CO)[C@@H]2Cn3c(ccc(/C=C/c4ccccc4)c3=O)[C@@H]21	-6	7	-3.4	-20
COc1ccccc1C(=O)N1C[C@H]2[C@@H](c3ccccc31)[C@H](CO)N2C(=O)Cc1cccnc1	19	-3	-1.9	17
C[C@@H]1CN([C@H](C)CO)C(=O)c2cc(NC(=O)Nc3ccc(F)cc3)ccc2O[C@@H]1CN(C)C(=O)Nc1ccc(F)cc1	-7	2	-0.7	-12
COc1cccc(NC(=O)N2CC3(C2)[C@H](c2ccccc2)[C@H](CO)N3C(C)=O)c1	.	3	-0.8	-13
O=C(C[C@H]1C[C@H]2c3cc(NS(=O)(=O)c4ccc(F)cc4)ccc3O[C@H]2[C@@H](CO)O1)NCCN1CCCCC1	47	-8	-0.7	15
COc1ccc(NC(=O)Nc2ccc3c(c2)CC(=O)N([C@@H](C)CO)C[C@H](C)[C@@H](CN(C)C(=O)NC(C)C)O3)cc1	30	2	-1.7	-23
C[C@@H]1CCCCO[C@@H](CN(C)C(=O)NC2CCCCC2)[C@@H](C)CN([C@H](C)CO)C(=O)c2cc(NS(=O)(=O)c3ccc(F)cc3)ccc2O1	37	9	-0.3	-19
CCN(C[C@@H]1N[C@@H](CO)[C@H]1c1ccc(-c2cccc(C#N)c2)cc1)C(C)=O	-89	0	-1.3	-2

SMILES	Tcruzi prolif	C diff growth	KDM4C inh	Pf Dd2 growth
CO[C@@H]1CN(C)C(=O)c2cc(NC(=O)C3CC3)ccc2OC[C@@H](C)N(C(=O)c2ccncc2)C[C@@H]1C	22	.	1.1	22
CCNC(=O)C[C@@H]1CC[C@@H]2[C@H](COC[C@@H](O)CN2Cc2ccncc2)O1	21	2&-7	10	.
O=C(Nc1cccc(F)c1)N1CC(=O)N2[C@@H](CO)[C@H](c3ccc(-c4cccc(F)c4)cc3)[C@@H]2C1	.	-25	-0.6	23
C[C@@H]1CN([C@@H](C)CO)C(=O)CCCn2nncc2CO[C@H]1CN(C)Cc1ccc(O)cc1	-40&-8	4&2	-1.2	-11&-9
Cc1noc(C)c1NC(=O)Nc1ccc2c(c1)C(=O)N([C@H](C)CO)C[C@H](C)[C@@H](CN(C)C(=O)Nc1ccc(C(F)(F)F)cc1)O2	15	8	2.9	10
O=C(O)C[C@H]1C=C[C@@H](NC(=O)Nc2cc(F)ccc2F)[C@H](CO)O1	-37	0	1.2	-10
CO[C@@H]1CN(C)C(=O)c2cc(NC(=O)Nc3cccc(F)c3)ccc2OC[C@H](C)N(C(=O)Nc2c(C)noc2C)C[C@@H]1C	10	.	-1.7	-22
O=C(c1ccccn1)N1CC[C@H]2[C@H](CO)Nc3ccc(-c4cccc(F)c4)cc3[C@H]21	27	-8	-0.3	-11
CNC[C@@H]1Oc2ccc(NC(=O)Nc3ccc(C(F)(F)F)cc3)cc2CC(=O)N([C@@H](C)CO)C[C@@H]1C	24	2	-2.4	-41
C[C@@H]1CN([C@@H](C)CO)C(=O)Cc2cc(NC(=O)CCN3CCOCC3)ccc2O[C@@H]1CN(C)Cc1ccc(C(=O)Nc2ccccc2N)cc1	.	10	1.1	-67
CCCC#Cc1cnc2c(c1)C(=O)N([C@H](C)CO)C[C@H](C)[C@H](CN(C)C(=O)Cc1cccnc1)O2	28	3	-1.5	13
CO[C@@H]1CN(C)C(=O)c2ccc(NS(C)(=O)=O)cc2OC[C@@H](C)N(C(=O)C2CCCC2)C[C@@H]1C	.	-6	-1.0	13

SMILES	Tcruzi prolif	C diff growth	KDM4C inh	Pf Dd2 growth
C[C@H](CO)N1C[C@H](C)[C@H](CN(C)C)Oc2ncc(-c3cccc(C(F)(F)F)c3)cc2C1=O	76	-3	4.8	-3
O=C(C1CC1)N1CCCCN2[C@H](CO)[C@@H](c3ccc(C#CC4CC4)cc3)[C@H]2C1	64	-5	.	12
C[C@@H]1CN([C@H](C)CO)S(=O)(=O)c2ccc(C3=CCCC3)cc2O[C@@H]1CN(C)Cc1cccnc1	74	2	1.2	-17
C[C@H](CO)N1C[C@H](C)[C@H](CN(C)C(=O)NC2CCCCC2)OCc2ccccc2-c2c(n(C)c3ccccc23)C1=O	36	-5	0.2	-78
COCC(=O)N1[C@H](CO)[C@@H](c2ccc(-c3cccc(F)c3)cc2)[C@@H]1C#N	67	6	-1.4	1
CN(C)CC(=O)N[C@@H]1C=C[C@H](CC(=O)NCCN2CCCCC2)O[C@@H]1CO	3	.	0.0	20
C[C@@H]1CN([C@@H](C)CO)C(=O)c2cc(NC(=O)c3ccncc3)ccc2O[C@@H](C)CCCCO[C@@H]1CN(C)C(=O)c1ccncc1	93	.	0.8	44
CCC(=O)N(C)C[C@@H]1Oc2cc(Br)ccc2S(=O)(=O)N([C@@H](C)CO)C[C@H]1C	.	2	2.8	41
O=C(C1CCCCC1)N1CC(=O)N2[C@@H](CO)[C@H](c3ccc(-c4ccccc4F)cc3)[C@@H]2C1	.	-1	-1.3	10
C/C=C/c1cnc2c(c1)C(=O)N([C@@H](C)CO)C[C@H](C)[C@H](CN(C)C(=O)c1ccc3c(c1)OCO3)O2	21	-3	-1.3	-11
COc1ccc(-c2cnc3c(c2)C(=O)N([C@H](C)CO)C[C@H](C)[C@@H](CN(C)C(=O)C2CCOCC2)O3)cc1	-3	-1	0.1	-4
CC=Cc1ccc2n(c1=O)C[C@H]1[C@H](CO)[C@@H](C(=O)NCC3CC3)[C@@H]2N1Cc1ccccc1F (mixture of isomers)	80	1	1.5	0

Some of these compounds in order of formula weight, smallest number first:
SMILES	Tcruzi prolif	C diff growth	KDM4C inh	Pf Dd2 growth
COCC(=O)N1[C@H](CO)[C@@H](c2ccc(-c3cccc(F)c3)cc2)[C@@H]1C#N	67	6	-1.4	1
C/C=C/c1cnc2c(c1)C(=O)N([C@@H](C)CO)C[C@H](C)[C@H](CN(C)C(=O)c1ccc3c(c1)OCO3)O2	21	-3	-1.3	-11
C[C@H](CO)N1C[C@H](C)[C@H](CN(C)C(=O)NC2CCCCC2)OCc2ccccc2-c2c(n(C)c3ccccc23)C1=O	36	-5	0.2	-78

Next part
SMILES	Tcruzi prolif	C diff growth	KDM4C inh	Pf Dd2 growth
O=C(C[C@H]1C[C@@H]2c3cc(NC(=O)C4CCOCC4)ccc3O[C@@H]2[C@@H](CO)O1)NCc1cccc(F)c1	39	-3	-0.3	-6
COc1ccccc1NC(=O)N[C@@H]1CC[C@H](CCNC(=O)Cc2ccccn2)O[C@H]1CO	.	3	0.7	-13
CCCC#Cc1ccc([C@@H]2[C@H](CO)N3CCCCN(C(=O)NC4CCCC4)C[C@@H]23)cc1	?	16	-2.7	-43
C[C@@H]1CN([C@@H](C)CO)C(=O)c2cc(NC(=O)Nc3ccc(C(F)(F)F)cc3)ccc2O[C@H]1CN(C)Cc1ccc2c(c1)OCO2	-1	5	-1.6	3
COCCNC(=O)C[C@@H]1C[C@@H]2c3cc(NS(C)(=O)=O)ccc3O[C@@H]2[C@@H](CO)O1	-7	-1	1.5	12
O=C(N[C@@H]1CC[C@H](CC(=O)N2CCOCC2)O[C@@H]1CO)c1cccc(F)c1	1	.	2.8	23

Screens (PubChem)
